NCI-60 one-dose screen, 48 h, at 10 µM unless noted. Numbers give growth in % (100 = growth as untreated, 0 = no growth, -100 = all killed).
UO-31 – UO-31 renal cancer; hit rate 5.2% among 81,000
SF-268 – SF-268 CNS cancer cells; hit rate 3.1% among 82,000; AID 1794759
786-0 – 786-0 renal cancer cells. hit rate 5.1% among 81,000
SN12C – SN12C renal cancer cells; hit rate 3.8% among 81,000
TK-10 – TK-10 renal cancer cells; hit rate 3.9% among 81,000
U251 – U251 CNS tumor cells. hit rate 5.4% among 80,000
SF-295 – SF-295 CNS cancer cells. hit rate 5.6% among 79,000. AID 1794758
CAKI-1 – CAKI-1 renal cancer. hit rate 4.7% among 75,000. AID 1794772
An asterisk follows results filed as active; · = not tested or not shown; & = joins results of further samples. The calls were made as follows: active = growth percent below 10; inactive = the rest.

Values run as follows: UO-31	SF-268	786-0	SN12C	TK-10	U251	SF-295	CAKI-1
1	Clc1cc(Br)c(Cl)cc1Br
 : 81	97	102	111	94	105	104	99
2	CCSc1nnc2c3c4c(sc3nc(-c3cccc5ccccc35)n12)CCCCCC4
 : 105	98	103	103	113	90	98	93
3	COC(=O)[C@H](Cc1c[nH]c2ccccc12)NC(=O)[C@H](C)NCc1cccnc1
 : 90	97	101	91	88	90	86	89
4	N#C/C(=C\c1ccc(-c2ccccc2Cl)o1)c1nc2ccccc2c(=O)[nH]1
 : 77	97	101	94	133	100	104	93
5	COC(=O)/C=C1/SC(=Nc2ccc(C)cc2)N(CCc2c[nH]c3ccccc23)C1=O
 : 61	89	81	83	123	83	84	88
6	CN1CCN(c2nc3cc(NC(=O)c4ccc(Cl)s4)ccc3s2)CC1
 : 79	92	97	91	109	89	97	·
7	COc1ccc(C(=O)C2C(c3ccc(Br)cc3)CN(C)C23C(=O)c2ccccc2C3=O)cc1 (stereo not given)
 : 64	94	100	95	118	94	92	70
8	COc1ccc(-c2nnc(SCC(=O)N3CCN(c4cc5c(cc4F)c(=O)c(C(=O)O)cn5C4CC4)CC3)n2-c2ccccc2)cc1OC
 : 94	104	81	101	·	99	87	96
9	CC(=O)NCCCOc1ccc([N+](=O)[O-])cc1
 : 91	105	102	104	101	·	94	103
10	C[C@@H]1CC[C@]2(C)[C@H](CCC(=O)[C@H]2C)[C@@]1(C)CCc1ccoc1
 : 90	103	105	107	101	106	107	95
11	CC(C)=NNc1ncnc2c1ncn2C1OC(CO)C(O)C1O (stereo not given)
 : -3.3*	41	35	21	58	29	8.8*	-19*
12	Cc1cc(-c2ccccc2)nn1-c1nc(Nc2ccccc2)nc(Nc2ccc(S(N)(=O)=O)cc2)n1
 : 81	69	84	81	118	54	90	72
13	O=C1c2ccccc2C(=O)c2c(S)cccc21
 : 98	99	97	102	92	101	93	·
14	CNC1(C)C2CCC(C2)C1(C)C (stereo not given)
 : 90	110	97	95	98	97	103	97
15	CCCCN1C(=O)c2cccc3c(-c4ccc5c(c4)ncn5C4CCCCC4)ccc(c23)C1=O
 : 82	106	106	105	102	98	97	94
16	CCc1cccc(C(C)(C)C)c1NC(=S)/N=C/C(C(=O)c1ccccc1)=C(\O)c1ccccc1
 : 82	95	96	102	102	101	99	99
17	CCS(=O)(=O)OCCCl
 : 68	107	97	102	98	92	97	104
18	CC(=O)Nc1ccc(C(=O)NC(=S)Nc2ccc(C(=O)O)cc2)cc1
 : 67	103	103	100	100	103	102	84
19	CC12CCCC(=O)N1c1ccc(Br)cc1-c1nc(=O)c(-c3ccccc3)nn12 (stereo not given)
 : 55	103	101	98	149	108	98	77
20	FC(F)(F)c1ccc(-c2cncnc2NCCCC(F)(F)C(F)(F)C(F)(F)C(F)(F)C(F)(F)C(F)(F)C(F)(F)C(F)(F)F)cc1
 : 59	97	88	107	136	·	91	90
21	CCOC(=O)c1cc(Cl)c(O)c(Cl)c1
 : 92	98	107	107	108	104	103	109
22	O=C(Nc1ccc(N2CCOCC2)cc1)c1cncnc1Nc1ccc(OCc2ccccn2)c(Cl)c1
 : 79	81	69	94	98	70	93	77
23	Fc1ccc(Nc2ncnc3ccc(-c4cn[nH]c4)cc23)cc1Cl
 : 46	60	62	57	·	62	56	·
24	NC(=Nc1ccccc1)SCc1ccc([N+](=O)[O-])cc1
 : 77	106	106	107	·	99	106	112
25	N#Cc1ccc(N)cc1OCCCN1CCOCC1
 : 87	101	103	·	109	99	103	100
26	COc1ccc(OC)c(/C=C/C(=O)c2cc(C(=O)/C=C/c3cc(OC)ccc3OC)n3cccc(C)c23)c1
 : 97	86	100	99	124	95	102	·
27	O=C1CCN(c2cccc3ccccc23)C(=S)N1
 : 81	97	98	98	100	99	101	86
28	COc1cccc(C=O)c1OC(C)=O
 : 94	106	102	97	109	100	97	93
29	COc1cc2cc(Oc3ccc(NC(=O)c4ccc(Cl)c(C(F)(F)F)c4)cc3)c(C)nc2cc1OC
 : 18	56	32	24	·	2.0*	7.8*	22
30	COc1cc(OC)cc(-c2cncn2-c2ccc(-c3nc4cc(OC)cc(OC)c4s3)cc2)c1
 : 50	68	66	80	·	41	-22*	29

2 entries drawn at random from those above:
Values run as follows: UO-31	SF-268	786-0	SN12C	TK-10	U251	SF-295	CAKI-1
18	CC(=O)Nc1ccc(C(=O)NC(=S)Nc2ccc(C(=O)O)cc2)cc1
 : 67	103	103	100	100	103	102	84
30	COc1cc(OC)cc(-c2cncn2-c2ccc(-c3nc4cc(OC)cc(OC)c4s3)cc2)c1
 : 50	68	66	80	·	41	-22*	29

The list goes on:
Values run as follows: UO-31	SF-268	786-0	SN12C	TK-10	U251	SF-295	CAKI-1
31	COc1ccc2c(c1)C(C)Cc1c(ncn3c(-c4ccccc4)nnc13)N2C (stereo not given)
 : 81	92	110	97	108	94	97	91
32	CC/C(=C(\c1ccc(OCCN2CCCCCC2)cc1)c1ccc(OC(=O)C2CCCCC2)cc1)c1ccc(OC)cc1
 : 75	87	102	86	101	78	112	96
33	O=C(NC(C(=O)O)C(O)c1ccccc1)C(Cl)Cl (stereo not given)
 : 79	110	106	103	105	113	114	96
34	CC(=O)Nc1cc2c(cc1[N+](=O)[O-])-c1ccc([N+](=O)[O-])cc1C2
 : 61	90	84	88	91	87	98	78
35	Cn1c(=O)c2c(nc(NC(N)=O)n2C)n(C)c1=O
 : 96	99	97	109	98	98	97	105
36	Fc1ccc(-c2cnn3cc(-c4ccccc4)cnc23)cc1
 : 79	93	92	92	98	89	98	90
37	COc1ccc(-c2cc(Nc3ccnc(N4CCOCC4)n3)on2)cc1
 : 52	63	36	47	69	23	39	52
38	Nc1cc(N)nc(CS)n1
 : 92	110	96	92	110	98	125	·
39	Nc1c(C(=O)Nc2cccc3ccccc23)sc2nc3c(cc12)COCC3
 : 77	56	39	60	96	30	29	·
40	CC1(C)CC(=O)C2=C(C1)OC(C(=O)c1ccccc1)C2c1cccc(Oc2ccccc2)c1 (stereo not given)
 : 16	45	53	39	64	41	33	42
41	COc1cccc(-c2nc(-c3ccc(NC(C)=O)cc3)[nH]c2-c2ccnc(Br)c2)c1
 : 58	95	73	79	86	76	67	75
42	CN(C)/N=C/c1ccccc1O
 : 92	106	93	98	·	95	112	96
43	Cc1c(Cl)c(C)c(Cl)c(O)c1Cl (tested in a mixture with another compound)
 : 78	108	105	103	109	95	·	93
44	ClCC(Cl)[C@@H]1CC2C=CC1C2 (stereo not given in full)
 : 89	108	94	102	114	99	91	100
45	NC1=NC(=O)C(c2ccccc2)C(=O)N1 (stereo not given)
 : 86	101	106	·	104	97	99	97
46	CC(=O)n1c(-c2ccc(Br)cc2)cc(-c2cccn2C)c(C#N)c1=O
 : 94	106	92	99	97	105	·	111
47	COc1cc2cc(NCc3cccc(Cl)c3)nc(C)c2cc1OC
 : 36	41	40	45	46	31	26	52
48	COc1ccc(/C=C2\C(=O)N(Cc3ccco3)SC2=S)c(OC)c1OC
 : 92	106	107	93	113	94	92	92
49	CC1(C)c2ccccc2C(=O)C1Cc1ccccc1 (stereo not given)
 : 88	102	102	95	104	91	96	97
50	c1cncc(-c2csc(-c3c[nH]c4ncccc34)n2)c1
 : 59	80	88	73	109	89	86	60
51	Cc1nc2ccccc2n1C(=O)CC1C(=O)NC(=O)NC1=O
 : 89	103	105	99	104	·	99	90
52	NNC(=O)c1ccc(Nc2ncnc3c2cnn3-c2cccc(Br)c2)cc1
 : 65	95	105	98	106	87	·	93
53	Nc1nc2nccnc2c(=O)[nH]1
 : 96&97	104&107	100	100&118	98&109	99&107	99&100	100&92
54	O=C(O)/C=C/c1ccccc1Br
 : 90	72	101	103	·	95	96	96
55	C/C(=N/O)c1ccc(F)cc1
 : 81	102	107	81	93	83	75	61
56	O=C(Nc1ccccc1Cl)OCC#CCOC(=O)Nc1ccccc1Cl
 : 73	111	96	102	102	97	104	86
57	CC(C)NC(=O)N1C(=O)CCC1C(=O)NCc1ccc(Cl)cc1Cl (stereo not given)
 : 92	101	94	102	101	97	104	93
58	COc1cc(NC(=O)c2cccc(-c3cc(=O)c4c(O)c(OC)c(OC)cc4o3)c2)cc(OC)c1OC
 : 34	62	66	63	75	45	62	63
59	CNC(=O)c1cc(Oc2ccc3c(c2)sc2nc(-c4ccc(N)cc4)cn23)ccn1
 : 44	42	19	29	57	12	18	44
60	O=c1/c(=C/c2cccs2)sc2nc3ccccc3n12
 : 83	100	105	93	·	102	101	80

61. COc1cc(-c2nn(C(=O)NCCN3CCN(C)CC3)cc2-c2ccncc2)ccc1Cl
62. CCOC(=O)Cc1csc(NC(=O)c2ccc(-n3c(=O)[nH]c4ccccc4c3=O)cc2)n1
63. C=CC[n+]1cccc(C(N)=O)c1
64. CNC(=O)O[C@H]1CC[C@@]2(C)C(=CC[C@H]3[C@@H]4CC[C@H]([C@H](C)CCCC(C)C)[C@@]4(C)CC[C@@H]32)C1
65. O=C1CCC23C=CC(O)C(O2)c2ccccc2N13 (stereo not given)
66. COc1cc2c(c(OC)c1OC)C(=O)CC(c1cccc(NC(=O)[C@H](CC(C)C)NC(=O)OC(C)(C)C)c1)O2 (stereo not given in full)
67. CCOC(=O)CCC(C(C)=O)C(=O)OCC (stereo not given)
68. C=C/C=N/Nc1ccc([N+](=O)[O-])cc1[N+](=O)[O-]

assay / compound | 61 | 62 | 63 | 64 | 65 | 66 | 67 | 68
UO-31 | 54 | 79 | 95 | 78 | 89 | 77 | 91 | 58
SF-268 | 46 | 95 | 96 | 97 | 99 | 84 | 99 | 90
786-0 | 59 | 104 | 94 | 96 | 102 | 101 | 105 | 97
SN12C | 82 | 99 | 104 | 104 | 102 | 88 | 107 | 102
TK-10 | 21 | 126 | · | 95 | 110 | 107 | 111 | ·
U251 | 81 | 100 | 112 | · | 106 | 96 | 101 | 85
SF-295 | 88 | 97 | 102 | 99 | 103 | 96 | 92 | 95
CAKI-1 | 80 | 89 | 100 | 97 | · | 60 | 75 | 78

69. Cc1[nH]c(/C=C/C(=O)c2ccc(C(F)(F)F)c(F)c2)c(C)c1C(=O)N1CCCC1
70. Cc1ccc(C2=Nc3nc4ccccn4c3C(=O)[C@@H]3CCCN23)cc1
71. COc1ccc(C=Nc2ccccc2C(=O)O)cc1
72. COC1C(=O)CCC2(CO2)C1(O)C1(C)OC1CCC(C)C (stereo not given)
73. Cc1ccc(Cc2ccccc2)cc1
74. O=S(=O)(Nc1ncc(Cl)cn1)c1ccccc1
75. C[C@]12CC[C@@H]3c4ccc(O)cc4CC[C@H]3[C@@H]1CC[C@@H]2OC(=O)CCC1CCCC1
76. O=S1SC(c2ccccc2)=NN1c1cc(Cl)cc(Cl)c1 (stereo not given)

assay / compound | 69 | 70 | 71 | 72 | 73 | 74 | 75 | 76
UO-31 | 82&88 | 80 | 85 | 49 | 89 | 98 | 89 | 60
SF-268 | 84&75 | 88 | 94 | 75 | 97 | 101 | 91 | 91
786-0 | 97&91 | 98 | 95 | 81 | 108 | 104 | 111 | 96
SN12C | 90&91 | 101 | 104 | 75 | 103 | 103 | 97 | 95
TK-10 | 101&98 | 110 | 101 | 119 | 116 | 106 | 103 | 199
U251 | 79&80 | 99 | 92 | 42 | 100 | 102 | 96 | 77
SF-295 | 90&92 | 97 | 95 | 73 | 98 | 97 | 93 | 92
CAKI-1 | 73&82 | 92 | 95 | 71 | · | 102 | 94 | 52

Entries shown so far containing a Cl atom (17):
1. Clc1cc(Br)c(Cl)cc1Br
4. N#C/C(=C\c1ccc(-c2ccccc2Cl)o1)c1nc2ccccc2c(=O)[nH]1
6. CN1CCN(c2nc3cc(NC(=O)c4ccc(Cl)s4)ccc3s2)CC1
17. CCS(=O)(=O)OCCCl
21. CCOC(=O)c1cc(Cl)c(O)c(Cl)c1
22. O=C(Nc1ccc(N2CCOCC2)cc1)c1cncnc1Nc1ccc(OCc2ccccn2)c(Cl)c1
23. Fc1ccc(Nc2ncnc3ccc(-c4cn[nH]c4)cc23)cc1Cl
29. COc1cc2cc(Oc3ccc(NC(=O)c4ccc(Cl)c(C(F)(F)F)c4)cc3)c(C)nc2cc1OC
33. O=C(NC(C(=O)O)C(O)c1ccccc1)C(Cl)Cl (stereo not given)
43. Cc1c(Cl)c(C)c(Cl)c(O)c1Cl (tested in a mixture with another compound)

assay / compound | 1 | 4 | 6 | 17 | 21 | 22 | 23 | 29 | 33 | 43
UO-31 | 81 | 77 | 79 | 68 | 92 | 79 | 46 | 18 | 79 | 78
SF-268 | 97 | 97 | 92 | 107 | 98 | 81 | 60 | 56 | 110 | 108
786-0 | 102 | 101 | 97 | 97 | 107 | 69 | 62 | 32 | 106 | 105
SN12C | 111 | 94 | 91 | 102 | 107 | 94 | 57 | 24 | 103 | 103
TK-10 | 94 | 133 | 109 | 98 | 108 | 98 | · | · | 105 | 109
U251 | 105 | 100 | 89 | 92 | 104 | 70 | 62 | 2.0* | 113 | 95
SF-295 | 104 | 104 | 97 | 97 | 103 | 93 | 56 | 7.8* | 114 | ·
CAKI-1 | 99 | 93 | · | 104 | 109 | 77 | · | 22 | 96 | 93

44. ClCC(Cl)[C@@H]1CC2C=CC1C2 (stereo not given in full)
47. COc1cc2cc(NCc3cccc(Cl)c3)nc(C)c2cc1OC
56. O=C(Nc1ccccc1Cl)OCC#CCOC(=O)Nc1ccccc1Cl
57. CC(C)NC(=O)N1C(=O)CCC1C(=O)NCc1ccc(Cl)cc1Cl (stereo not given)
61. COc1cc(-c2nn(C(=O)NCCN3CCN(C)CC3)cc2-c2ccncc2)ccc1Cl
74. O=S(=O)(Nc1ncc(Cl)cn1)c1ccccc1
76. O=S1SC(c2ccccc2)=NN1c1cc(Cl)cc(Cl)c1 (stereo not given)

assay / compound | 44 | 47 | 56 | 57 | 61 | 74 | 76
UO-31 | 89 | 36 | 73 | 92 | 54 | 98 | 60
SF-268 | 108 | 41 | 111 | 101 | 46 | 101 | 91
786-0 | 94 | 40 | 96 | 94 | 59 | 104 | 96
SN12C | 102 | 45 | 102 | 102 | 82 | 103 | 95
TK-10 | 114 | 46 | 102 | 101 | 21 | 106 | 199
U251 | 99 | 31 | 97 | 97 | 81 | 102 | 77
SF-295 | 91 | 26 | 104 | 104 | 88 | 97 | 92
CAKI-1 | 100 | 52 | 86 | 93 | 80 | 102 | 52

Screening results deposited in PubChem by NCI.
